# Screening data (PubChem BioAssay)
# PAFAH1B2 FP inh = PAFAH1B2 enzyme inhibitors, primary screen, biochemical, fluorescence polarization, human; Platelet-activating factor acetylhydrolase IB subunit alpha2 (Homo sapiens), P68402; recombinant PAFAH1B2, FP-rhodamine activity probe; inhibition, % at 3.39 µM; 1.2% of 340,000 active; AID 492953, 2010;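 active means inhibition above the mean of all tested compounds plus 3 SD, cut at about 24% in these data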;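 further: 0% = enzyme with DMSO and 100% = wells lacking PAFAH1B2; many of its hits are not listed in these tables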
# LYPLA2 counter = LYPLA2 inhibitors, primary screen, counter-screen for PME1 inhibitor project, biochemical, fluorescence polarization, FP-Rh probe ABPP; Acyl-protein thioesterase 2 (Homo sapiens), O95372; recombinant LYPLA2; inhibition, % at 5.9 µM; 0.38% of 320,000 active;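 active means inhibition above the screen-wide mean plus 3 SD, limit set per campaign, cut at about 26% in these data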;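 further: 0% = LYPLA2 with DMSO and 100% = wells lacking LYPLA2 enzyme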
# LYPLA1 counter = LYPLA1 inhibitors, primary screen, counter-screen for PME1 inhibitor project, biochemical, fluorescence polarization, FP-Rh probe ABPP | recombinant LYPLA1 | inhibition, % at 5.9 µM | 0.16% of 320,000 active | AID 2174, 2009;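 active means inhibition above the mean of all tested compounds plus 3 SD, set per campaign, cut at about 14% in these data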;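 further: inhibitors block serine hydrolase probe labeling of LYPLA1 so polarization falls; 0% = enzyme with DMSO and 100% = wells lacking LYPLA1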
# pPAFAH FP inh = pPAFAH enzyme inhibitors, primary screen, biochemical, fluorescence polarization, human | 1.5% of 330,000 active | recombinant pPAFAH, FP-rhodamine probe fluorescence polarization | inhibition, % at 3.39 µM | AID 463082, 2010 | Platelet-activating factor acetylhydrolase (Homo sapiens), Q13093;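 active means inhibition above the mean inhibition across the screen plus 3 SD, cut at about 25% in these data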;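 further: inhibitors block binding of the rhodamine activity-based probe so polarization drops; 0% = enzyme with DMSO and 100% = wells lacking pPAFAH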
# Target sequence (Q13093 whole entry, looked up): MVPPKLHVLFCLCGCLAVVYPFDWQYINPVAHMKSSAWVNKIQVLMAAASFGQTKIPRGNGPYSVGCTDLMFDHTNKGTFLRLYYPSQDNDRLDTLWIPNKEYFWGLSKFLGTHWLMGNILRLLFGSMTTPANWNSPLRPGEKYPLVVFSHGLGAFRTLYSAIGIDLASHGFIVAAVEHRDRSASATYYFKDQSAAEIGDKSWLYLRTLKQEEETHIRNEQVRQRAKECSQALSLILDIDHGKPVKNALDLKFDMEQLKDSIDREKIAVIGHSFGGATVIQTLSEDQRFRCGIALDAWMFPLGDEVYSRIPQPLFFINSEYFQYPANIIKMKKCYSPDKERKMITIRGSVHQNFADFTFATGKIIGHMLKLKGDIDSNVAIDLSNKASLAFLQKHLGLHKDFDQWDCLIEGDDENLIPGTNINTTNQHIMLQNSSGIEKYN
# PREPL inhibitor = PREPL enzyme inhibitors, primary screen, biochemical, fluorescence polarization. Prolyl endopeptidase-like (Homo sapiens), Q4J6C6. recombinant PREPL, fluorescence polarization activity-based probe. inhibition, % at 5.96 µM. 0.68% of 320,000 active; in the data active means inhibition above about 43%;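 further: 0% = enzyme with DMSO and 100% = wells lacking enzyme; many of its hits are not listed in these tables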
# GSTO1 inh = inhibitors of recombinant GSTO1, primary screen, counter-screen for RBBP9 inhibitor project, biochemical, fluorescence polarization | activity-based probe fluorescence polarization | inhibition, % at 5.96 µM | 1.1% of 300,000 active;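 active means inhibition above the campaign mean inhibition plus 3 SD, cut at about 35% in these data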;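 further: 0% = GSTO1-1 with DMSO and 100% = wells lacking GSTO1-1 enzyme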
# PAFAH1B3 FP inh = PAFAH1B3 enzyme inhibitors, primary screen, biochemical, fluorescence polarization, human | Platelet-activating factor acetylhydrolase IB subunit alpha1 (Homo sapiens), Q15102 | recombinant PAFAH1B3, FP-rhodamine probe | 0.28% of 340,000 active | inhibition, % at 3.39 µM;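 active means inhibition above the screen-wide average of all tested compounds plus 3 SD, cut at about 25% in these data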;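 further: 0% = enzyme with DMSO only and 100% = wells lacking PAFAH1B3 protein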
# PAFAH2 FP inh = PAFAH2 enzyme inhibitors, primary screen, biochemical, fluorescence polarization, human | inhibition, % at 3.39 µM | 0.99% of 340,000 active | Platelet-activating factor acetylhydrolase 2, cytoplasmic (Homo sapiens), Q99487 | recombinant PAFAH2, FP-rhodamine activity probe;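 active means inhibition above the mean over all tested compounds plus 3 SD, cut at about 30% in these data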;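 further: inhibitors block probe labeling of enzyme so polarization drops; 0% = enzyme with DMSO and 100% = wells lacking PAFAH2 protein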
# PAD4 inh = human PAD4 inhibitors, primary screen, biochemical, fluorescence polarization, 1536-well format | Protein-arginine deiminase type-4 (Homo sapiens), Q9UM07 | recombinant PAD4, RCA probe fluorescence polarization | inhibition, % at 6.36 µM | 0.41% of 330,000 active;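 active means percent inhibition above a cutoff equal to the mean of all tested compounds plus 3 SD, cut at about 15% in these data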;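 further: 0% = PAD4 with RCA probe and DMSO and 100% = probe without PAD4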
# Target sequence (Q9UM07 whole entry, looked up): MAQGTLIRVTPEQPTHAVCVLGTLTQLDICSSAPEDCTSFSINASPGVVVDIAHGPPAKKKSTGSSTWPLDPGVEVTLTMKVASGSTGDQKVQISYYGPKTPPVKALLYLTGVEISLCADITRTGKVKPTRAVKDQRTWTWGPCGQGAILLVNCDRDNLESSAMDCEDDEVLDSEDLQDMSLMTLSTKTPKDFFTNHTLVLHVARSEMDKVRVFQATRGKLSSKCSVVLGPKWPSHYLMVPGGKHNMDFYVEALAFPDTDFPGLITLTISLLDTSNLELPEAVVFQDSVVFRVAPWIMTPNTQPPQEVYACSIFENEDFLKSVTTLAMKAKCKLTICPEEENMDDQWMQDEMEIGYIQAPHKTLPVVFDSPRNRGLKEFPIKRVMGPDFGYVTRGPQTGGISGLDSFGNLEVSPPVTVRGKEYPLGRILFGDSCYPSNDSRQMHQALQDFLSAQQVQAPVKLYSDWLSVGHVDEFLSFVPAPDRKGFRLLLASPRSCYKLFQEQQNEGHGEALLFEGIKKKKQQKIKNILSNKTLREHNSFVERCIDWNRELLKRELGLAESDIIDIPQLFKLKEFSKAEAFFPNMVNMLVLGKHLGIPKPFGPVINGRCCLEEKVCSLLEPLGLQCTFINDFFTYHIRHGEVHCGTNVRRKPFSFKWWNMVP
# Numbers without * were called inactive; . = no result given; & = joins results of further samples. Not all compounds are listed; the hit share may differ from the screen's.
# Value order – PAFAH1B2 FP inh	LYPLA2 counter	LYPLA1 counter	pPAFAH FP inh	PREPL inhibitor	GSTO1 inh	PAFAH1B3 FP inh	PAFAH2 FP inh	PAD4 inh
CC(C)C[C@H](NC(=O)c1nc[nH]c1C(=O)NCc1ccc(CNC(=O)OC(C)(C)C)cc1)C(=O)OCc1ccccc1
 : -6.7	-17.8	-8.4	0.1	4.7	-6.8	-12.5	-10.5	2.7
COc1cccc(OCc2nnc3n2N=C(c2ccccc2)C(CC(=O)O)S3)c1 (centres undefined)
 : 17.1	-2.9	3.2	1.1	-4.1	-0.2	9.3	8.2	-2.8
Nc1ccccc1N=Cc1ccc(-c2cccc(Cl)c2)o1
 : 5.4	-15.4	-8.0	-5.2	27.8	-11.3	1.7	1.5	-5.7
CCN(CC)c1ccc(/C=C(/C#N)C(=O)NC(C)C)o1
 : 3.4	-0.6	1.1	0.3	-4.3	-3.3	3.8	1.1	-3.8
COc1cc(CNc2ccc(N3CCCCC3)cc2)ccc1OCC(=O)NC(C)(C)C
 : 1.9	-4.3	-3.3	18.0	18.3	47.3*	0.9	2.3	-9.3
Cc1ccc(OCC(=O)Nc2ccc3c(c2)CCC3)c([N+](=O)[O-])n1
 : 3.4	6.1	1.7	3.6	-50.8	7.7	3.0	1.8	3.7
CCOC(=O)/C(C#N)=C/c1ccc(OC(=O)c2ccccn2)cc1
 : -9.7	-47.3	-23.9	-2.0	0.1	-26.1	-3.0	-23.1	-1.6
C=CCc1ccc(OCCOCCOc2cccc3cccnc23)c(OC)c1
 : -0.3	-3.2	2.1	3.9	-15.1	3.9	-12.1	2.0	-7.4
C=CCNC(=O)/C(C#N)=C/c1cn(-c2ccccc2)nc1-c1ccc(OC)c([N+](=O)[O-])c1
 : -17.9	-57.1	-29.0	-2.4	-1.0	-5.8	-34.0	-46.2	-4.5
O=C(c1ccco1)N1CCN(c2nc(C3CC3)nc3c2nnn3Cc2ccccc2Cl)CC1
 : -3.0	-1.1	-12.3	10.8	-7.1	-3.6	2.7	-8.3	-2.0
CCN(CC)CCNC(=O)C1CCC(=O)N(c2ccc(OC)cc2)C1c1ccc(F)cc1 (centres undefined)
 : 9.4	9.3	4.6	7.8	-15.8	-4.5	14.0	-1.7	6.4
Cc1cc(C)n2c(SCc3ccc(Cl)cc3Cl)nnc2n1
 : -0.1	2.5	-2.1	0.8	14.5	-1.8	1.9	2.2	1.6
CC(C)=CCN1CCN(Cc2cnc(N3CCOCC3)s2)CC1CCO (centres undefined)
 : 2.1	-7.4	-2.8	-1.5	-3.0	5.8	-1.3	-5.1	-1.6
CCN=C1SC(CC(=O)NCCc2ccc(OC)cc2)C(=O)N1CC (centres undefined)
 : 6.6	7.3	-0.6	-1.6	2.1	1.1	-0.9	2.8	-2.5
O=C(N/N=C/c1ccc[nH]1)c1ccc(O)cc1
 : 5.6	1.8	-3.8	3.9	12.4	11.1	-1.6	-1.6	-7.0
O=C(Nc1ccc(F)c(F)c1)c1cc(S(=O)(=O)N2CCN(c3ccccn3)CC2)ccc1F
 : -6.2	7.2	-4.9	3.1	-17.7	-12.6	-18.2	-12.9	-2.8
CCC(=O)N1CCN(c2ccc(NC(=O)c3ccc4ccccc4c3)cc2)CC1
 : 0.8	-1.0	-1.4	1.2	14.3	4.9	-1.4	-0.7	-4.8
O=Cc1ccc(OCCOc2ccc([N+](=O)[O-])cc2)cc1
 : 1.9	36.5*	5.0	3.8	10.4	1.9	2.8	0.8	-1.4
CCn1c(SCC(=O)NC(C)(C)C)nc(O)cc1=O
 : 0.9	5.3	6.9	0.8	13.1	0.3	4.6	-2.1	-9.8
COCCCNC(=O)c1cccc(C(=O)NCCCOC)c1
 : 0.2	4.3	-0.5	-5.2	8.2	3.8	3.1	-1.4	-1.9
O=C(N/C(=C/c1ccc(Br)cc1)C(=O)N1CCOCC1)c1cccs1
 : 0.9	-2.0	0.2	-2.2	4.8	-2.5	5.8	6.4	-7.1
COc1ccc(N(C(=O)c2cccc([N+](=O)[O-])c2)S(=O)(=O)c2ccc3c(c2)n(C)c(=O)n3C)cc1
 : -0.8	2.2	-1.1	1.7	13.0	8.0	13.2	1.6	2.0
O=C(O)CC1COc2ccccc2N1C(=O)c1ccccc1Cl (centres undefined)
 : 5.0	-4.0	0.0	-0.9	-5.7	1.6	1.3	0.8	-0.5
O=C(CN1C(=O)NC(Cc2ccccc2)C1=O)Nc1ccc(F)c(Cl)c1 (centres undefined)
 : 6.3	2.9	-0.1	0.5	-5.1	.	-3.5	-1.6	1.5
O=Cc1ccccc1OS(=O)(=O)c1ccccc1
 : 4.1	1.0	0.7	6.8	-4.2	0.6	4.6	8.2	-3.2
CCCCCC(=O)N1CCN(CCN=CC2=C(O)CC(c3ccc(OC)c(OC)c3)CC2=O)CC1 (centres undefined)
 : 3.1&4.9	9.4	2.8	10.0	9.8	5.4	9.0&0.8	-0.8&10.8	0.8
CC(C)[C@@H]1COC(c2cccc(C3=N[C@H](C(C)C)CO3)c2)=N1
 : 0.3	4.4	2.5	8.8	1.2	0.6	5.8	-3.4	-0.6
COCc1cc(C)nc(N2CCNCC2)c1C#N
 : -1.1	3.1	2.5	5.5	-8.1	-0.5	2.9	-1.8	-0.2
COc1cc(NC(=O)CSc2ncnc3sc4c(c23)CCC(C)C4)c(C(=O)O)cc1OC (centres undefined)
 : 3.0	5.7	0.0	18.2	23.1	-5.7	4.5	-0.1	0.6
CCc1nnc(NC(=O)CSc2nnc(CNC(=O)c3cc(OC)c(OC)c(OC)c3)o2)s1
 : 0.6	-8.1	1.2	2.9	10.1	8.1	5.7	9.1	-2.7
CCC1(C)Cc2nc3[nH]c(=S)n(-c4ccccc4C)c(=O)c3cc2CO1 (centres undefined)
 : 9.1	5.7	1.0	6.1	-1.8	4.3	-1.0	-1.5	-3.1
CCOC(=O)CSc1nnc2c(n1)C1(C)CCC2C1(C)C (centres undefined)
 : -0.9	7.0	0.3	1.6	19.6	3.1	2.2	-1.8	1.3
COc1cccc(CN2CCN(Cc3cccc(Br)c3)CC2)c1OC
 : 4.8	8.2	2.4	6.3	-1.9	4.2	3.1	-0.3	-3.8
CC(CC(=O)Nc1ccc(Br)cc1F)S(=O)(=O)c1ccc2c(c1)NC(=O)CO2 (centres undefined)
 : 4.0	1.5	-3.2	8.3	-0.9	0.0	2.7	3.4	-0.8
CC(=O)c1cccc(NC(=O)C2CCCC2)c1
 : 4.0	0.8	2.5	-2.7	11.8	9.5	5.4	2.2	0.6
COc1cccc(/C=N/NC(=O)CNC(=O)c2ccncc2)c1O
 : -6.6	3.0	0.7	-2.0	-2.3	3.6	3.0	-1.3	-1.2
O=C(CSc1ccc([N+](=O)[O-])cn1)Nc1cc(C(F)(F)F)ccc1N1CCOCC1
 : 5.8	14.9	5.2	4.2	17.8	4.7	1.3	-4.5	1.2
Cc1ccc(S(=O)(=O)NC2CCCC(C(=O)O)C2)cc1 (centres undefined)
 : 9.2	2.5	4.5	-0.3	8.1	7.0	10.2	-5.5	-1.2
Cc1cc(C(=O)O)n(C(C)(C)C)n1
 : 1.0	1.4	-1.9	-1.3	10.7	-4.9	2.8	-5.5	-5.5
O=C(Cc1ccc([N+](=O)[O-])cc1)N1CCc2ccccc2C1
 : 2.0	0.5	-2.7	2.5	3.4	4.6	-1.9	-3.7	-5.4
O=C(CCC(=O)Nc1nnc(C2CCCCC2)s1)NCC1CCCO1 (centres undefined)
 : 0.7	-4.5	-4.3	-11.0	13.8	-0.1	0.1	7.2	-1.5
O=C(Cn1cccc1C(=O)c1ccccc1)NCCc1ccccc1
 : 3.0	-1.9	-0.3	3.2	-42.7	-3.0	9.4	9.1	0.6
N#CCOc1coc(CN2CCN(c3ccccc3)CC2)cc1=O
 : 6.0	-2.3	-3.9	2.2	-3.4	8.6	5.2	0.3	0.8
O=C(O)c1cccc(Oc2ccc([N+](=O)[O-])cc2)c1
 : 5.2	1.0	-2.6	4.2	-9.1	-6.8	5.9	2.1	-5.5
CC1CCC(NC(=O)c2cc(S(=O)(=O)N3CCCCC3)ccc2N2CCOCC2)CC1 (centres undefined)
 : 6.5	0.1	1.4	-1.2	9.9	.	1.4	9.4	1.5
Nc1nnc(SCC(=O)OCc2ccc(F)cc2)s1
 : -5.0	-3.4	-2.6	5.3	-0.9	2.7	3.3	2.4	4.3
O=C(Cn1c2c(c(-c3ccccc3)cc1=O)CCCC2)N1CCCCCC1
 : 0.9	4.7	4.3	18.8	-3.8	8.5	0.6	1.3	-2.5
COc1cc(C(=O)NCC2CCCCC2)ccc1OCc1c(C)noc1C
 : 5.2	5.2	2.0	4.3	0.8	.	10.2	-3.1	-5.2
CCCNC(=O)Nc1nccs1
 : 0.7	2.9	-1.9	1.3	-4.5	-4.4	4.5	0.8	-1.6
CCn1c(SCC(=O)Nc2ccc(NC(=O)c3ccco3)c(OC)c2)nc2ccccc2c1=O
 : 0.7	-3.7	-3.4	-6.6	14.4	5.7	-2.5	-1.5	4.0
CCCCn1c(SCC(=O)OCC)nnc1-c1ccoc1C
 : 2.0	0.9	-1.1	1.7	10.2	0.6	5.5	-1.6	4.0
Cc1cc(C(=O)O[C@H]2[C@H](Cc3ccccc3)NS(=O)(=O)[C@H]3C[C@@H]4C=C[C@]23O4)ccc1[N+](=O)[O-]
 : 4.7	2.1	1.0	3.5	28.1	.	4.6	8.1	-0.3
NS(=O)(=O)c1cc(C(=O)NC2CCSc3ccccc32)ccc1Cl (centres undefined)
 : -1.9	-7.9	2.5	-4.5	13.2	-115.4	-1.2	26.2	-29.4
O=C(C1=C[C@H](c2ccc(C(F)(F)F)cc2)C[C@H](OCc2ccc(CO)cc2)O1)N1CCN(Cc2ccc3c(c2)OCO3)CC1
 : 1.6	-4.2	-2.9	-0.4	45.8*	2.3	-4.9	-8.2	-0.5
CC(C)COc1ccc(CSCCNC(=S)Nc2ccccc2)cc1
 : 2.2	-38.0	-21.5	1.1	11.0	-5.4	9.0	-19.3	-1.2
Cc1cc(NS(=O)(=O)c2ccc(NC(=O)c3cnc(Cl)c(Cl)c3)cc2)nc(C)n1
 : 4.5	-3.5	-3.5	-1.4	10.2	.	0.3	6.8	7.2
COc1ccc(NC(=O)CN(C)S(=O)(=O)c2ccc3[nH]c(=O)oc3c2)cc1
 : 2.4	9.6	-0.2	-0.5	11.3	15.2	11.0	-10.1	-5.0
Cc1ccc(SCCNC(=S)Nc2cc(C)ccc2C)cc1
 : 13.8	-9.6	-10.5	4.0	4.3	-5.3	0.8	-8.8	0.0
